Screens as filed in PubChem.
Anesthetic bind = qHTS Assay for Identification of Novel General Anesthetics; Ferritin light chain (Equus caballus), P02791; apoferritin/1-aminoanthracene competitive binding, fluorescence; Potency, µM (highest dose often 77.5 µM), for inactives: at the highest dose activity change, negative = displacement, actives largely listed as inhibitors; 0.074% of 350,000 active; further: potency means the concentration at half of the fitted maximal effect; on the % scale 0 is the no-effect control and ±100 the full control effect; nearly all actives have a fitted effect of over 20% in size
Target sequence (P02791 2-175 limits assumed): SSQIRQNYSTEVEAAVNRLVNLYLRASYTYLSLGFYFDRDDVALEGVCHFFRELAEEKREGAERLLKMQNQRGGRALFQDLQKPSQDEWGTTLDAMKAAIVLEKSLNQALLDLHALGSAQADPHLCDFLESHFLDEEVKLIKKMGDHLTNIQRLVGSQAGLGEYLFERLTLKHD
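Concentration-response curves derived by four-parameter Hill fitting of normalized fluorescence, where compounds displaced 1-AMA from 10 uM horse apoferritin following a brief 10 min room-temperature incubation; propofol titration acted as positive control.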
D2 PAM = HTS Assay for Positive Allosteric Modulators of the Human D2 Dopamine Receptor: Primary Screen for Potentiators; HEK293 T-REx D2, calcium flux, EC20 dopamine potentiation; D(2) dopamine receptor (Homo sapiens), P14416; potentiation, % at 10 µM; 0.34% of 340,000 active; AID 485347, 2010;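 active means potentiation over 3 SD above the plate norm, cut at about 30% in these data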; further: 0% is about no effect
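Primary screen. Calcium kinetics in induced HEK293 T-REx D2 cells: compound pre-addition 180 s, EC20 dopamine, 180 s more.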
RXFP1 antag = qHTS Assay for Antagonists of the Relaxin Receptor RXFP1 | Relaxin receptor 1 (Homo sapiens), Q9HBX9 | 0.59% of 350,000 active | HEK293-RXFP1, relaxin-stimulated cAMP HTRF, 30 min; active compounds read low | activity change, negative = inhibition, % at 57.5 µM;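 active means activity change of -60% or lower, but not beyond a set lower limit; inconclusive means change between -60% and -40%, or beyond the set limit; inactive means change above -40%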; further: on the % scale 0 is the no-effect control and ±100 the full control effect
D1 potentiator = Potentiators of Human D1 Dopamine Receptor: qHTS; D(1A) dopamine receptor (Homo sapiens), P21728; HEK293 TREx D1 cells, calcium flux, dopamine EC20 potentiation; potentiation, % at 10 µM; 0.036% of 360,000 active; in the data active means potentiation above about 30%; further: 0% is about no effect
RXFP1 ag = qHTS Assay for Agonists of the Relaxin Receptor RXFP1; Relaxin receptor 1 (Homo sapiens), Q9HBX9; 0.3% of 370,000 active; HEK293T-RXFP1 cAMP TR-FRET, 30 min; response scale: percent of porcine relaxin response, buffer zero; Potency, µM (titrated, usually from 57.5 µM), for the others: at the top dose activation, most hits filed as activators; AID 2676, 2010; further: potency means the concentration at half of the fitted maximal effect; on the % scale 0 is the no-effect control and ±100 the full control effect; nearly all actives have a fitted effect of over 60% in size; many of its hits are not listed in these tables
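HEK293T cells stably expressing RXFP1 were pretreated with the PDE4 inhibitor Ro 20174, exposed to compounds for 30 min at 37C, lysed, and cAMP was read by TR-FRET. Data normalized to buffer (basal) and 29 nM porcine relaxin (100%).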
D1 agonist = Allosteric Agonists of the Human D1 Dopamine Receptor: qHTS | D(1A) dopamine receptor (Homo sapiens), P21728 | HEK293 T-REx D1 cells, calcium flux, agonist mode | activation, % at 2 µM | 1% of 360,000 active | AID 504660, 2011; in the data active means activation above about 30%; further: 0% is about no effect
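Tetracycline-induced HEK293 TREx D1 cells, force-coupled to calcium signalling, were dye-loaded with a no-wash calcium kit. Compound was pin-added after a 10 s baseline. Fluorescence was read kinetically at 1 cycle/s for 180 s, with calcium rises flagged as agonism.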
D1 antag = Antagonist of Human D 1 Dopamine Receptor: qHTS. HEK293 TREx D1 cells, calcium flux, dopamine EC80; active compounds read low. activity change, negative = inhibition, % at 10 µM. 3.2% of 360,000 active; in the data active means activity change below about -30%; further: on the % scale 0 is the no-effect control and ±100 the full control effect
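Antagonism measured as reduced calcium response to an EC80 dopamine addition following 180 s compound pre-read; cells were inducible HEK293 Trex D1 plated overnight at 30 C, read kinetically at 1 cycle/sec.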
TRHR ag = qHTS for Small Molecule Agonists and Allosteric Enhancers of Human TRH Receptor: Primary Screen for Agonists; TRHR cells, calcium flux fluo-8, FDSS agonist mode; activation, % at 2 µM; 0.18% of 360,000 active; AID 493084, 2011; in the data active means activation above about 30%; further: 0% is about no effect
Target sequence (P34981 whole entry, looked up): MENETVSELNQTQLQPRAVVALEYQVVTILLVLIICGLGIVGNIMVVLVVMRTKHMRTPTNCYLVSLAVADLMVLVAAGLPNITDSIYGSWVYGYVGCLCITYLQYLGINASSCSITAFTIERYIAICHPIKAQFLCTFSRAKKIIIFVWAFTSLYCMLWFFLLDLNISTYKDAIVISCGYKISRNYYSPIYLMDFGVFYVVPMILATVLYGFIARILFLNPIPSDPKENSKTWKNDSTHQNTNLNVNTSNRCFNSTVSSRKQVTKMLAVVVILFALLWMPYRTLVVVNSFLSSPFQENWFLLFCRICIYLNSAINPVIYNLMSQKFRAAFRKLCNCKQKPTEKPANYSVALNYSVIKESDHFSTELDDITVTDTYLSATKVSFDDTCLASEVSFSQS
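Agonist-mode FDSS calcium read (Ex 480/Em 530, 1 s cycles) in 1536-well TRHR cells with fluo-8 dye, after 10-cycle baseline and 23 nL compound addition; TRH at EC20 (10 nM final) added afterwards for the enhancer phase.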
TRHR enhancer = qHTS for Small Molecule Agonists and Allosteric Enhancers of Human TRH Receptor: Primary Screen for Enhancers | TRHR cells, fluo-8 calcium fluorescence, EC20 TRH enhancement | enhancement, % at 2 µM | 0.66% of 360,000 active | AID 493056, 2011; in the data active means enhancement above about 30%; further: 0% is about no effect
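TRHR-expressing cells loaded with fluo-8 calcium dye were read kinetically (ex 480/em 530) during compound addition, then stimulated with an EC20 of TRH (10 nM final). Enhancement of the Gq-mediated intracellular calcium response was scored.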
Active calls of the source: *; ? = inconclusive; nt = no result given; [ ] = remark or other dose. Unless noted, the call rests on the fitted dose curve; in most records, active means well fitted curve in the direction sought with a large enough effect; inconclusive means small, poorly fitted or top-dose-only effect, or another doubt; inactive means no such curve, though single readings can be large; an effect the other way counts as inactive or inconclusive. Only part of the results is shown; rates above refer to the full screens.

structure	Anesthetic bind	D2 PAM	RXFP1 antag	D1 potentiator	RXFP1 ag	D1 agonist	D1 antag	TRHR ag	TRHR enhancer
CCCCN(C)CCNC(=O)c1ccc(Cn2c(=S)[nH]c3ccc(Br)cc3c2=O)cc1	-10%	nt	-31	-4	0.1%	12	7	2.3	3
C/C(CC(=O)Nc1ccc(C)c(Cl)c1)=N\NC(=O)c1ccccn1	-18%	15	?	7	0.2%	-3	7	-1.3	2
CCOC(=O)N1CCN(C(=O)COC(=O)c2ccccc2NCCO)CC1	nt	-4	8	-2	0.9%	6	-3	0.3	0
COc1ccc(NS(=O)(=O)c2csc(C(N)=O)c2)cc1	-7%	2	-15	0	1.3%	2	-16	-0.2	3
O=C(NCC1CCCO1)c1sc2ccccc2c1Cl (stereo unspecified)	0%	4	-6	-4	-0.7%	0	1	-0.3	9
O=C(COCc1cc(-c2cccs2)on1)N1CCN(c2cccc(Cl)c2)CC1	488%[activator]	-3	2	1	1.9%	9	-1	-0.7	3
Cc1ccc(C(=S)N2CCN(Cc3ccccc3)CC2)s1	-23%	-32	-9	4	1.7%	9	19	0.2	-4
Cc1ccc(CNC(=O)C2CCCN(S(=O)(=O)c3c(C)n[nH]c3C)C2)cc1 (stereo unspecified)	-1%	nt	16	0	0.7%	-1	-5	0.0	-9

For convenience, part of the list above:
structure	Anesthetic bind	D2 PAM	RXFP1 antag	D1 potentiator	RXFP1 ag	D1 agonist	D1 antag	TRHR ag	TRHR enhancer
CCOC(=O)N1CCN(C(=O)COC(=O)c2ccccc2NCCO)CC1	nt	-4	8	-2	0.9%	6	-3	0.3	0
COc1ccc(NS(=O)(=O)c2csc(C(N)=O)c2)cc1	-7%	2	-15	0	1.3%	2	-16	-0.2	3
O=C(NCC1CCCO1)c1sc2ccccc2c1Cl (stereo unspecified)	0%	4	-6	-4	-0.7%	0	1	-0.3	9
O=C(COCc1cc(-c2cccs2)on1)N1CCN(c2cccc(Cl)c2)CC1	488%[activator]	-3	2	1	1.9%	9	-1	-0.7	3
Cc1ccc(C(=S)N2CCN(Cc3ccccc3)CC2)s1	-23%	-32	-9	4	1.7%	9	19	0.2	-4

(listing goes on)
structure	Anesthetic bind	D2 PAM	RXFP1 antag	D1 potentiator	RXFP1 ag	D1 agonist	D1 antag	TRHR ag	TRHR enhancer
COC(=O)c1sc2cc(C(F)(F)F)cnc2c1-c1ccccc1	-17%	6	-10	3	2.0%	2	-10	0.2	1
CCOc1ccc(/C=C/C(=O)Oc2ccccc2)cc1	-3%	1	-5	1	-1.1%	8	7	0.8	-6
Cn1c(=O)c2c(nc(N/N=C/c3cccs3)n2C)n(C)c1=O	8%	6	7	5	3.8%	0	1	-0.9	1
Cc1c(N=C2SC(CC(=O)Nc3ccccc3)C(=O)N2CCN2CCOCC2)c(=O)n(-c2ccccc2)n1C (stereo unspecified)	-14%	7	-5	-1	-1.4%	2	-51*	0.2	-5
O=C(CN1C(=O)CC(c2ccccc2)=Nc2ccccc21)NCc1ccco1	-10%	-17	-2	10	0.1%	8	-7	0.4	-1
CCOC(=O)c1c(-c2ccccc2)csc1NC(=O)C(C)NCCCN1CCOCC1 (stereo unspecified)	-19%	1	1	-3	-2.3%	10	-21	-0.1	-3
N/C(=C/C(=O)c1ccccc1O)C(F)(F)F	-12%	4	7	-5	0.7%	1	-9	0.4	1
CC(=O)c1ccccc1NC(=O)COC(=O)C1CCCN1S(=O)(=O)c1ccccc1F (stereo unspecified)	nt	24	5	-4	0.8%	7	-9	2.3	8

Remaining list, next part
structure	Anesthetic bind	D2 PAM	RXFP1 antag	D1 potentiator	RXFP1 ag	D1 agonist	D1 antag	TRHR ag	TRHR enhancer
Cc1ccc(CNC(=O)c2ccc(NC3=NC4CS(=O)(=O)CC4S3)cc2)cc1 (stereo unspecified)	-19%	-3	-2	-2	3.8%	3	15	0.1	0
CCOc1ccc(/C(CCC(=O)O)=N/NC(=S)NC(C)C)cc1	-13%	-1	1	-4	1.6%	5	-10	-0.4	7
Cc1cccc(C2NC(c3cccc(C)c3)C(C)C(=O)C2C)c1 (stereo unspecified)	-4%	-1	-8	4	1.8%	1	5	-0.2	-2
COc1ccccc1N1CCN(C(=O)c2sc3nc(-c4ccc(F)cc4)cn3c2C)CC1	-10%	-3	-6	-9	0.6%	-1	6	-0.1	1
COc1ccc(NC(=O)C2CCCN(C(=O)Nc3ccc(F)cc3)C2)cc1OC (stereo unspecified)	-4%	-2	-3	-8	-0.8%	0	-7	-0.1	-10
CC(C)COC(=O)C1C2C=CC3(CN(C(C)c4ccc(Br)cc4)C(=O)C13)O2 (stereo unspecified)	-3%	5	-8	4	0.0%	-2	-7	1.0	-14
CCN1CCN(Cc2ccc(NC(=O)CC3Oc4ccc(C)cc4NC3=O)cc2)CC1 (stereo unspecified)	-1%	-1	-15	nt	-0.2%	2	5	0.4	7
CCOCCCNC(=O)C(NC(=O)CNC(C)=O)c1ccc(C)cc1 (stereo unspecified)	-7%	10	14	-4	0.6%	5	-5	0.3	-1

(continued)
structure	Anesthetic bind	D2 PAM	RXFP1 antag	D1 potentiator	RXFP1 ag	D1 agonist	D1 antag	TRHR ag	TRHR enhancer
OCCNc1nc(N2CCCCC2)nc2ccccc12	-11%	-1	6	-5	1.5%	1	-17	0.3	-3
CCOC(=O)C(Cc1ccccc1)NC(=O)Cn1nnc(-c2ccc(C)cc2)n1 (stereo unspecified)	-5%	1	-15	-2	0.3%	7	14	2.3	2
CCOC(=O)c1cc(NC(=O)c2cnccn2)cc(C(=O)OCC)c1	2%	1	-12	1	-0.1%	1	-9	0.0	3
CC(=O)N1CCN=C1SCc1ccccc1	-14%	nt	nt	nt	0.2%	3	6	0.1	-13
Cc1cccc(NC(=O)c2oc3c(c2C)-c2[nH]ncc2CC3)c1C	6%	-12	12	4	-1.7%	6	-24	0.4	4
CC1(C)OC(=O)C(=Cc2ccc(-c3ccc(S(N)(=O)=O)cc3)o2)C(=O)O1	-7%	0	-105*	2	0.7%	3	1	-0.3	10
COCCCN(C(=O)CSCc1ccc(C)cc1)c1c(N)n(Cc2ccccc2)c(=O)[nH]c1=O	nt	-9	10	2	-0.6%	6	15	0.5	-10
CCCCCn1c(=O)[nH]c2cc(C(=O)NCCN(C)CCCC)ccc2c1=O	-7%	10	nt	0	2.5%	12	7	0.8	1

(cont.)
structure	Anesthetic bind	D2 PAM	RXFP1 antag	D1 potentiator	RXFP1 ag	D1 agonist	D1 antag	TRHR ag	TRHR enhancer
CC(O)CNCc1ccccc1C(F)(F)F (stereo unspecified)	-2%	8	-3	-4	2.7%	3	10	-0.6	6
COc1cccc(-c2ncc3ccccc3c2COC(=O)N2CCCCC2)c1	nt	9	nt	-3	0.6%	3	nt	-0.7	-5
O=C(NC1CCCC1)C(c1ccc(Cl)cc1)N1CCc2ccccc21 (stereo unspecified)	-2%	3	nt	nt	0.1%	0	-1	-0.4	-2
Cn1c(/C=C/c2ccc(Br)cc2)c([N+](=O)[O-])c(=O)n(C)c1=O	-14%	-13	-5	-7	2.6%	1	2	-0.6	-8
O=C(COc1ccc([N+](=O)[O-])cc1)N(Cc1ccccc1)Cc1ccccc1	-16%	8	nt	-1	0.7%	6	-24	0.7	2
O=C(Cc1cccs1)Nc1cccc(C(=O)Nc2ccc(C(=O)O)cc2)c1	-3%	15	7	3	-0.8%	5	39	0.0	6
NC(=O)c1ccc(NC(=O)CCC(=O)c2cccs2)cc1	-17%	nt	0	-2	-0.1%	6	-3	-0.7	-2
O=c1c2ccccc2ncn1CCOc1ccccc1[N+](=O)[O-]	-5%	2	-4	-1	1.7%	1	1	0.1	0

Next structures follow:
structure	Anesthetic bind	D2 PAM	RXFP1 antag	D1 potentiator	RXFP1 ag	D1 agonist	D1 antag	TRHR ag	TRHR enhancer
COc1ccc(C(=O)n2cnnc2N)cc1	-9%	-1	6	-1	0.3%	1	-2	0.4	-3
Cc1cc(C(=O)N2CCCC(Nc3ccc(F)cc3)C2)c(C)o1 (stereo unspecified)	-4%	4	-3	0	-3.7%	-1	-25	-0.2	-1
Cc1c(Cl)cccc1NC(=O)N1CCC(CN2CCOCC2)CC1	-3%	-13	4	-6	1.2%	-1	-71*	0.4	-18
CC(Sc1nc(-c2ccccc2)cc(C(F)(F)F)n1)C(=O)N1CCCCC1 (stereo unspecified)	?	-8	-29	-11	-0.5%	8	4	1.3	3
Cc1cc(=O)oc2cc(OCC(O)Cn3ccnc3)ccc12 (stereo unspecified)	-2%	-6	2	4	-0.9%	0	13	0.1	-6
